Source: PubChem
Xi reactivation = reactivates the inactive X chromosome in mouse fibroblasts. XiGFP mouse fibroblasts, % GFP-positive cells imaging, 3 d; cells co-treated with 5-aza-dC sensitizer; scaled so ellipticine positive control = 100%. AID 743238. hit rate 0.055% among 360,000. activation, % at 7.58 µM;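 active = mean normalized replicate activation at least 10% and every replicate at or above 10%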;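 also: 0% = median of on-plate neutral control wells and 100% = ellipticine 6 µM median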
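System: SV40-immortalized XiGFP fibroblast cells, line 68-5-11 / Incubation: 3-day compound exposure, then 15 min fixation at room temperature / Compound: single concentration per compound, delivered by pin transfer / Buffer or medium: DMEM plus 5-aza-dC sensitizer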
Cneo AK release = causes C. neoformans cell lysis; adenylate kinase release luminescence, 4 h; normalised: neutral wells 0, clomiphene wells 100; lysis activity, % at 15 µM; hit rate 0.2% among 360,000;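 active = mean lysis activity across replicates of at least 80%, whatever share of replicates individually reach that level; inactive = mean lysis activity below 80%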
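Assay system: C. neoformans cells. Amount: yeast cell density of 5 × 10^6 cells/mL. Technique: AK luminescence. Buffer or medium: YPD. Times: static 4 h at 37 °C with compound, 1 h detection. Dosing: single-point compound dose. Read-out: lysis from increased AK signal.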
PGC1a acetyl inh = lowers PGC1a acetylation signal in U2OS cells | AlphaScreen anti-acetyl-lysine; with virally co-expressed GCN5 acetyltransferase | inhibition, % at 15.6 µM | hit rate 0.17% among 350,000 | AID 651687;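 active = every replicate shows inhibition of at least 40%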;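 also: 0% = neutral control wells and 100% = positive control wells; some results beyond the cut were filed as inactive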
S100A4 MyoIIA = S100A4-myosin IIA interaction inhibition; P26447; S100A4/TAMRA-MyoIIA peptide fluorescence polarization; inhibition, % at 10.7 µM; hit rate 0.14% among 360,000; AID 652163;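 active = mean inhibition of at least 70% across replicates, with every replicate also reaching that level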
Target sequence (P26447 whole entry, looked up): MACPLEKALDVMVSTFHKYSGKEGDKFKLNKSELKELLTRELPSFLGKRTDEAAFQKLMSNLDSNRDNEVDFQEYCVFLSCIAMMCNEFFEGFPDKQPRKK
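Assay system: human S100A4 monomer with TAMRA-labelled myosin IIA peptide / Buffer or medium: Calcium-containing HEPES buffer, pH 7.2 / Reagent: TAMRA-labelled myosin IIA heavy-chain peptide probe, 5 nM / Compound: one dose per compound / Timing: polarization read 5 min after assay mix addition, stable 5–60 min / Benchmarks: neutral control DMSO, positive control TFP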
LGR2 inh = Drosophila LGR2 receptor signaling inhibition | HEK293 LGR2, CRE-luciferase, bursicon-stimulated, 4 h | inhibition, % at 9.99 µM | hit rate 0.35% among 380,000;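 active = drop in luminescence signal, shown as inhibition above about 50% in the replicate tests, limit read from the data, passing the limit was not always enough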;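 also: agonist challenge used bursicon conditioned medium at about half maximal strength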
SIRT5 inh = inhibitors of human sirtuin-5 desuccinylase. inhibition, % at 15 µM. Q9NXA8. hit rate 1.1% among 330,000. Purified SirT5, succinyl-peptide AMC, trypsin-coupled fluorescence. AID 652115; in the data active = inhibition above about 15%
Statin myotox sup = suppressors of simvastatin-induced myotoxicity in C2C12 myotubes; rescue of ATP level, % at 7.49 µM; ATP luminescence, 48 h; scaled: DMSO 0, geranylgeraniol control 100; hit rate 0.78% among 330,000;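 active = mean ATP rescue above about 67%, or every replicate alone reaching that limit, limit read from the data, passing the limit was not always enough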;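 also: myotubes were challenged with 10 µM simvastatin during compound exposure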
ERAP1 HTS inh = ERAP1 (human) enzyme inhibition. inhibition, % at 10.7 µM. Q9NZ08. AID 652197. hit rate 0.15% among 340,000. recombinant ERAP1, Leu-AMC fluorescence, 60 min;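 active = mean replicate inhibition of at least 30%, or all replicates individually reaching that 30% level; inactive = mean below 30% and not every replicate reaching it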;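 also: 0% = neutral control wells and 100% = L-leucinethiol positive control wells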
Target sequence (Q9NZ08 whole entry, looked up): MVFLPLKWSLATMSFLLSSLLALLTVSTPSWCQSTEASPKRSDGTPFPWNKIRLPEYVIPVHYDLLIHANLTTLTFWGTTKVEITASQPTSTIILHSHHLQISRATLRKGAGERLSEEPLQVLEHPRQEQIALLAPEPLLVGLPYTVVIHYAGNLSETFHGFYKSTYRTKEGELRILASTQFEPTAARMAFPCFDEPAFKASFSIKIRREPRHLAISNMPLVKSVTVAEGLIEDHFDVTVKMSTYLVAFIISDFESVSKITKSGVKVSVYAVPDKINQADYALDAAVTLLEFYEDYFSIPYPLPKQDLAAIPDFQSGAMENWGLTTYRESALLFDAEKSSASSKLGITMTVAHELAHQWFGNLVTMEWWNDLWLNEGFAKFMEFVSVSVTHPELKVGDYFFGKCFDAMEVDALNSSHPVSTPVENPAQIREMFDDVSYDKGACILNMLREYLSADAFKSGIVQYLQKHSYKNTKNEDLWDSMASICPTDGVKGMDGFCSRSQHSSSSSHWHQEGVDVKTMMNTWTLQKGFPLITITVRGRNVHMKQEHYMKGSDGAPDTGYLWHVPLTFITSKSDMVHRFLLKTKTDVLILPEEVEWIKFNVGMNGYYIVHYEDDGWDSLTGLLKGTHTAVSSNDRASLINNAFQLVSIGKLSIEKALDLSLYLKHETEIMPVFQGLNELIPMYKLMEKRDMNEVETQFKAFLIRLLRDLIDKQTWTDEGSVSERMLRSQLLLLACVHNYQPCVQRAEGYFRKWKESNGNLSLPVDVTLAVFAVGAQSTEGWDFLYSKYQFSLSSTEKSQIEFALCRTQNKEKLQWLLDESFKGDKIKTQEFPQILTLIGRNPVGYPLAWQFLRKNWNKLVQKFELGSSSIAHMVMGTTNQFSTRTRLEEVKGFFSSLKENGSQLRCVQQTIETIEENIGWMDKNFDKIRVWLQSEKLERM
Active calls of the source: *.

For O=C1C=C(O)c2c(O)cc(O)c(O)c2C1=O the results were Cneo AK release -3, PGC1a acetyl inh 6, S100A4 MyoIIA -1, LGR2 inh -12, Statin myotox sup 2 and ERAP1 HTS inh 14.
`CCNC(=O)CSc1nc(-c2ccccc2)cs1` gave Xi reactivation 0.0, S100A4 MyoIIA 0, LGR2 inh -10, SIRT5 inh -1 and ERAP1 HTS inh 1.
Cc1ccc(NC(=O)c2ccco2)c(NC(=O)COc2ccccc2)c1 was read as Xi reactivation 0.0, PGC1a acetyl inh -26, S100A4 MyoIIA 10, LGR2 inh 6, SIRT5 inh 0, Statin myotox sup 1 and ERAP1 HTS inh -3.
For O=C(O)CCC(CNS(=O)(=O)c1ccccc1)C(F)(F)F (stereo not drawn) the results were Xi reactivation 0.1, S100A4 MyoIIA 8, LGR2 inh -5 and ERAP1 HTS inh -3.
Screening O=C(CCc1ccccc1)NCC(=O)N/N=C/c1ccc(O)cc1O returned Xi reactivation 0.2, S100A4 MyoIIA 6, LGR2 inh 5 and SIRT5 inh -2.
`C[C@@H]1CCC(=O)N(CC[C@H](Oc2ccccc2)c2ccccc2)CC1` gave Xi reactivation 0.1, Cneo AK release 1, PGC1a acetyl inh 8, S100A4 MyoIIA 2, LGR2 inh -8, SIRT5 inh 1, Statin myotox sup 29 and ERAP1 HTS inh 0.
For Cc1ccc(S(=O)(=O)Nc2ccc3c(c2)C(=O)N([C@H](C)CO)C[C@@H](C)[C@@H](CN(C)S(=O)(=O)c2ccccc2)O3)cc1 the results were Xi reactivation -0.6, Cneo AK release 1, PGC1a acetyl inh -9, S100A4 MyoIIA -2, LGR2 inh -2, SIRT5 inh 7, Statin myotox sup -23 and ERAP1 HTS inh 2.
For Cc1n[nH]c(=O)c2c(NC(=O)CSc3nnnn3-c3ccc(O)cc3)oc(C)c12 the results were Xi reactivation -0.6, Cneo AK release 0, S100A4 MyoIIA -4, LGR2 inh -12, SIRT5 inh 4, Statin myotox sup 3 and ERAP1 HTS inh 2.
`CC(C)(C)C(=O)Nc1ccc(S(=O)(=O)Nc2nccs2)cc1` gave Xi reactivation 0.0, Cneo AK release 0, PGC1a acetyl inh 16, S100A4 MyoIIA -2, LGR2 inh -12, SIRT5 inh -1, Statin myotox sup -5 and ERAP1 HTS inh 1.
Screening CC(C)NC(=O)N[C@@H]1CC[C@H](CC(=O)NC2Cc3ccccc3C2)O[C@@H]1CO returned Xi reactivation 0.3, Cneo AK release -2, PGC1a acetyl inh -12, S100A4 MyoIIA -1, LGR2 inh 26, SIRT5 inh -2, Statin myotox sup -5 and ERAP1 HTS inh 1.
Screening COc1cccc(NC(=O)COC(=O)c2c(NC(C)=O)sc(C)c2C)c1 returned Xi reactivation 0.0, Cneo AK release 20, PGC1a acetyl inh -2, S100A4 MyoIIA -2, LGR2 inh -21, SIRT5 inh 0, Statin myotox sup 1 and ERAP1 HTS inh -3.
For O=c1[nH]c2cccc(F)c2n2cccc12 the results were Xi reactivation 0.0, Cneo AK release -2, PGC1a acetyl inh 3, S100A4 MyoIIA -5, LGR2 inh -26, SIRT5 inh -1, Statin myotox sup 0 and ERAP1 HTS inh -2.
`CN(C(=O)c1ccno1)c1nnc(-c2cccnc2)s1` gave Cneo AK release -1, PGC1a acetyl inh 6, S100A4 MyoIIA -1, LGR2 inh -1, SIRT5 inh -2, Statin myotox sup 5 and ERAP1 HTS inh 0.
For O=Cc1ccc(C(=O)O)cc1 the results were Cneo AK release -4, PGC1a acetyl inh 3, S100A4 MyoIIA -3, LGR2 inh -8, Statin myotox sup 5 and ERAP1 HTS inh -1.
For CC1=NN(Cc2ccccc2)C(=O)C1 the results were Xi reactivation 0.0, Cneo AK release 0, PGC1a acetyl inh 0, LGR2 inh -5 and Statin myotox sup -9.
`COc1ccc(Cl)cc1NC(=O)C1CSC(c2ccncc2)=N1` (stereo not drawn) gave Xi reactivation 0.1, Cneo AK release -1, PGC1a acetyl inh 6, S100A4 MyoIIA 3, LGR2 inh 8, SIRT5 inh -17, Statin myotox sup 7 and ERAP1 HTS inh -1.
`CSc1ncccc1C(=O)OCC(=O)NC1CC1` gave Xi reactivation 0.0, Cneo AK release -1, S100A4 MyoIIA -3, LGR2 inh 12, SIRT5 inh 2, Statin myotox sup 2 and ERAP1 HTS inh 0.
`Cc1c(Cl)cccc1NC(=S)N1CCN(C(=O)c2ccco2)CC1` gave Xi reactivation 0.0, Cneo AK release 1, S100A4 MyoIIA 8, LGR2 inh -10, SIRT5 inh 2, Statin myotox sup 0 and ERAP1 HTS inh 2.
`COc1ccc(CN(C)CC(=O)NC(=O)Nc2ccccc2F)cc1` gave Xi reactivation 0.1, Cneo AK release 1, PGC1a acetyl inh 2, S100A4 MyoIIA 0, LGR2 inh -2, SIRT5 inh -3, Statin myotox sup -9 and ERAP1 HTS inh -1.
Screening Cc1cccc(C)c1NC(=O)C(c1ccccc1)N1CCN(c2ccc(C(F)(F)F)cn2)CC1 (stereo not drawn) returned Cneo AK release 7, PGC1a acetyl inh -6, S100A4 MyoIIA -3, LGR2 inh 12, SIRT5 inh 1, Statin myotox sup -1 and ERAP1 HTS inh 0.
Cn1c(-c2sc3cc(C(F)(F)F)cnc3c2-c2ccccn2)n[nH]c1=S was read as Xi reactivation 0.0, Cneo AK release 3, PGC1a acetyl inh 2, S100A4 MyoIIA 1, LGR2 inh -12, SIRT5 inh 3 and ERAP1 HTS inh 1.
`O=C(Nc1ccc(F)cc1)N[C@@H]1C[C@@H]2O[C@H](CO)CC[C@@H]2O[C@@H]1CCc1ccc(-c2ccccc2)cc1` gave PGC1a acetyl inh 6, S100A4 MyoIIA 5, SIRT5 inh 7 and ERAP1 HTS inh -2.
For CCCCCCCCN1C(=O)[C@@H](CC(=O)NCc2cccs2)C[C@@]2(C(=O)OC)C1=C[C@H](C1CCCC1)O[C@@H]2C the results were Xi reactivation 0.0, S100A4 MyoIIA 1, LGR2 inh 22 and ERAP1 HTS inh 6.
O=C(/C=C/c1ccccc1)Nc1nnc(-c2ccco2)o1 was read as Xi reactivation -0.1, Cneo AK release 6, PGC1a acetyl inh 13, S100A4 MyoIIA 2, LGR2 inh -4, SIRT5 inh 12, Statin myotox sup 7 and ERAP1 HTS inh -1.
`CN1C(=O)c2cc(NC(=O)Cc3cccs3)ccc2OC[C@@H]2O[C@H](CC(=O)N[C@H]3CCN(Cc4ccccc4)C3)CC[C@@H]21` gave Xi reactivation 0.0, Cneo AK release 72, S100A4 MyoIIA 6, LGR2 inh 19, SIRT5 inh 4, Statin myotox sup 23 and ERAP1 HTS inh -4.
`CCOc1ccccc1NC(=O)C(NCC1CCCCC1)c1ccccc1` (stereo not drawn) gave Xi reactivation 0.0, S100A4 MyoIIA -2, LGR2 inh 20, SIRT5 inh 0 and ERAP1 HTS inh 4.
For COC(=O)c1ccccc1SC(CC(=O)c1ccccc1)c1ccc(F)cc1 (stereo not drawn) the results were Xi reactivation 0.0, Cneo AK release 0, S100A4 MyoIIA 5, LGR2 inh -44, SIRT5 inh -1, Statin myotox sup 2 and ERAP1 HTS inh 2.
`COc1ccc(NC(=O)N(C)C[C@H]2OCCCC[C@@H](C)Oc3ccc(NS(=O)(=O)c4cn(C)cn4)cc3C(=O)N([C@H](C)CO)C[C@@H]2C)cc1` gave Xi reactivation 0.1, Cneo AK release -1, PGC1a acetyl inh -9, S100A4 MyoIIA 4, LGR2 inh -8, SIRT5 inh 0 and ERAP1 HTS inh 2.
For Cc1nc2c(OCc3ccc(C#N)cc3)cccn2c1N(C)Cc1cccs1 the results were Xi reactivation 0.4, Cneo AK release 28, PGC1a acetyl inh 13, S100A4 MyoIIA 1, LGR2 inh -7, SIRT5 inh 1, Statin myotox sup -49 and ERAP1 HTS inh 1.
CCN(C(=O)c1nn(-c2ccc(OC)cc2)c(=O)c2c1c1ccccc1n2C)c1ccc(OC)cc1 was read as Xi reactivation 0.3, Cneo AK release -2, PGC1a acetyl inh 10, S100A4 MyoIIA 8, LGR2 inh -1, SIRT5 inh 1, Statin myotox sup 107* and ERAP1 HTS inh 0.
For O=C(CCCCCNc1nc(=S)[nH]c2ccccc12)NCc1ccccc1Cl the results were Xi reactivation 0.0, S100A4 MyoIIA 6, LGR2 inh 11, SIRT5 inh 2 and ERAP1 HTS inh -2.
Screening CC1C(=O)N(Cc2cn(Cc3ccco3)nn2)CCS(=O)(=O)N1Cc1ccc(-c2ccc(F)nc2)cc1 (stereo not drawn) returned Xi reactivation -0.2, Cneo AK release 1, PGC1a acetyl inh 17, S100A4 MyoIIA 0, LGR2 inh 4, SIRT5 inh -2, Statin myotox sup -17 and ERAP1 HTS inh 2.
`COc1ccc(N2CCN(C(=O)c3cn(C)c(=O)c4c3c3ccccc3n4C)CC2)cc1` gave Cneo AK release -2, PGC1a acetyl inh -26, S100A4 MyoIIA 3, SIRT5 inh -2, Statin myotox sup 25 and ERAP1 HTS inh 2.
For O=C(C[C@H]1CC[C@H]2[C@@H](COC[C@@H](O)CN2Cc2ccc(Oc3ccccc3)cc2)O1)N1CCc2ccccc2C1 the results were Xi reactivation 0.0, Cneo AK release 4, PGC1a acetyl inh -14, S100A4 MyoIIA 2, SIRT5 inh 1, Statin myotox sup 40 and ERAP1 HTS inh 0.
For CCOC(=O)CC1c2nc3ccccc3cc2CN1C(=O)OCC (stereo not drawn) the results were Xi reactivation 0.4, Cneo AK release 0, PGC1a acetyl inh -3, S100A4 MyoIIA 6, LGR2 inh -1, SIRT5 inh -6, Statin myotox sup 1 and ERAP1 HTS inh 3.
For COC(=O)c1ccc(OC(=O)C2CC(=O)N(c3cccc(C)c3)C2)cc1 (stereo not drawn) the results were Cneo AK release 0, PGC1a acetyl inh 6, LGR2 inh -7 and Statin myotox sup -22.
`C[C@@H]1CN([C@@H](C)CO)C(=O)c2cc(C3=CCCCC3)cnc2O[C@@H]1CN(C)CC1CCOCC1` gave Xi reactivation -0.1, Cneo AK release 0, PGC1a acetyl inh -3, S100A4 MyoIIA -21, LGR2 inh 10, SIRT5 inh -1, Statin myotox sup -7 and ERAP1 HTS inh -2.
COc1cc(CNc2ncnc3c2ncn3[C@H]2CN(Cc3ccc(C(=O)O)cc3)C[C@@H](CO)O2)cc(OC)c1OC was read as Xi reactivation -0.1, Cneo AK release -1, PGC1a acetyl inh 4, S100A4 MyoIIA -4, LGR2 inh 9, Statin myotox sup 2 and ERAP1 HTS inh 0.
`CO[C@H]1CN(C)C(=O)c2cc(NC(=O)Nc3cccc(F)c3)ccc2OC[C@H](C)N(C(=O)C2CC2)C[C@@H]1C` gave Xi reactivation -0.2, Cneo AK release -4, PGC1a acetyl inh 7, LGR2 inh -12 and Statin myotox sup -13.

Pulled by compound from above:
`CO[C@H]1CN(C)C(=O)c2cc(NC(=O)Nc3cccc(F)c3)ccc2OC[C@H](C)N(C(=O)C2CC2)C[C@@H]1C` gave Xi reactivation -0.2, Cneo AK release -4, PGC1a acetyl inh 7, LGR2 inh -12 and Statin myotox sup -13.
For COC(=O)c1ccc(OC(=O)C2CC(=O)N(c3cccc(C)c3)C2)cc1 (stereo not drawn) the results were Cneo AK release 0, PGC1a acetyl inh 6, LGR2 inh -7 and Statin myotox sup -22.

Not all compounds are listed; rates above refer to the full screens.
